Assay outcomes as filed in PubChem.
C diff growth: C. difficile growth inhibitors, primary screen, HTS | growth activity, negative = inhibition, % at 16 µg/mL (by protocol) | Clostridium difficile clinical isolate growth, OD600, 24 h; active compounds read low | hit rate 0.25% among 86,000;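 active = mean growth activity at or below -80% and every replicate also at or below -80%; inconclusive = mean at or below -80% but some replicate above -80%; inactive = mean growth activity above -80%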;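 also: 0% = DMSO wells and -100% = levofloxacin 16 µg/mL wells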
KDM4C inh: inhibitors of GASC-1 (KDM4C) histone demethylase, primary screen, biochemical, single concentration HTS. Lysine-specific demethylase 4C (Homo sapiens), Q9H3R0. GST-KDM4C 2-372, H3K9me3 peptide, LANCE TR-FRET. inhibition, % at 12.5 µM. hit rate 0.15% among 96,000. AID 720574, 2013;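 active = mean replicate inhibition above about 25%, with at least 55% of replicates also reaching it, limit read from the data, passing the limit was not always enough; inconclusive = only one of those two conditions met; inactive = neither condition met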
Target sequence (Q9H3R0 2-372 limits assumed): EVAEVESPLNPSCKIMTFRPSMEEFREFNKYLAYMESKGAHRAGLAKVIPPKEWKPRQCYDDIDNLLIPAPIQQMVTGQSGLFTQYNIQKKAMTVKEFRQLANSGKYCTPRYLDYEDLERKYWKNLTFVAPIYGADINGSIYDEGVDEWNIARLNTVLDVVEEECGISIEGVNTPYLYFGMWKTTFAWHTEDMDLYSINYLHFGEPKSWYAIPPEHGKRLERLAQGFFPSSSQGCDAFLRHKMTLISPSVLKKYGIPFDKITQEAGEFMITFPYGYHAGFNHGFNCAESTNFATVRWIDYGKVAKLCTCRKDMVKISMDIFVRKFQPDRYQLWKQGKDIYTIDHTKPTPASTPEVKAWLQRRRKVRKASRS
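Material: N-terminal GST-fused human GASC-1 (KDM4C) fragment, residues 2-372. Input: 10 nM enzyme. Incubation: enzyme reaction 30 min, then detection 60 min, both room temperature. Doses: one test concentration per compound. Read-out basis: inhibition from TR-FRET ratio decrease. Detection: LANCE TR-FRET, excitation 340 nm, emissions 618 and 671 nm.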
Pf Dd2 inh: P. falciparum Dd2 growth inhibitors, primary screen, SYBR Green fluorescence, single dose replicates; 72 h; active compounds read low; activity change, % at 10 µM; hit rate 2.3% among 94,000; in the data active = activity change below about -80%; inconclusive = no clear call, values can overlap the other calls
Tcruzi prolif: T. cruzi intracellular proliferation inhibitors, primary screen, cell-based, beta-gal Tulahuen parasites, NIH3T3 host, luminescence; T. cruzi beta-gal in NIH3T3, GalScreen luminescence, 90 h; inhibition, % at 8.34 µM; hit rate 5.9% among 77,000; AID 624255, 2012;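 active = mean inhibition above about 93%, with at least 55% of replicates each passing it, limit read from the data, passing the limit was not always enough; inconclusive = only one of those two conditions holds; inactive = neither condition holds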
* = called active by the depositor; u = inconclusive; x = not tested or not shown; & = joins results of further samples. Compounds were not picked by outcome (roughly 7% active in at least one column).

SMILES | C diff growth | KDM4C inh | Pf Dd2 inh | Tcruzi prolif
COc1ccc(CN(C)C[C@H]2OCCCC[C@H](C)Oc3ccc(NS(=O)(=O)c4c(C)noc4C)cc3C(=O)N([C@H](C)CO)C[C@H]2C)cc1 | 1 | 1.0 | -42 | 11
CO[C@H]1CN(C)C(=O)c2ccc(NC(=O)CC(F)(F)F)cc2OC[C@@H](C)N(C(=O)c2ccccc2F)C[C@@H]1C | 3 | 1.8 | 8 | x
CC=Cc1ccc2n(c1=O)C[C@@H]1[C@@H](CO)[C@H](C(=O)NCC3CC3)N(C(C)=O)[C@H]21 (mixture of isomers) | -2 | -2.7 | 19 | x
C[C@H](CO)N1C[C@H](C)[C@@H](CN(C)Cc2ccc(C(=O)Nc3ccccc3N)cc2)Oc2c(NS(=O)(=O)c3ccc(Cl)cc3)cccc2C1=O | 4 | 1.4 | -63 | x
C[C@@H]1CCCCO[C@H](CN(C)Cc2ccccc2)[C@H](C)CN([C@@H](C)CO)C(=O)c2cc(N(C)C)ccc2O1 | -1 | -1.7 | x | -46
CCCC(=O)Nc1ccc2c(c1)C(=O)N(C)C[C@@H](OC)[C@H](C)CN(C(=O)C1CCCC1)[C@@H](C)CO2 | 2 | -1.2 | 18 | -39
C[C@@H]1CN([C@@H](C)CO)S(=O)(=O)c2ccc(C#CC(C)(C)O)cc2O[C@H]1CN(C)Cc1ccccc1 | -11 | x | -47 | 83
Cc1noc(C)c1S(=O)(=O)Nc1ccc2c(c1)CC(=O)N([C@@H](C)CO)C[C@H](C)[C@H](CN(C)C(=O)NC(C)C)O2 | 0 | -1.0 | 25 | 18
CO[C@@H]1CN(C)C(=O)c2cc(NS(C)(=O)=O)ccc2OC[C@@H](C)N(CCC(F)(F)F)C[C@@H]1C | x | 0.2 | -3 | -8
C[C@H](CO)N1C[C@H](C)[C@@H](CN(C)C(=O)C2CCOCC2)Oc2ncc(-c3ccccc3)cc2C1=O | -1 | 0.4 | 49 | 108
C[C@H](CO)N1C[C@H](C)[C@H](CN(C)S(=O)(=O)c2cccs2)Oc2c(NS(=O)(=O)c3cn(C)cn3)cccc2C1=O | -3 | 0.7 | -2 | -23
C[C@@H]1CN([C@H](C)CO)C(=O)c2cc(C#CCN(C)C)cnc2O[C@H]1CN(C)Cc1cccc(C(=O)O)c1 | -2 | 2.4 | 6 | x
CC(=O)N(C[C@H]1N[C@H](CO)[C@@H]1c1ccc(-c2cccc(F)c2)cc1)C1CCCC1 | 0 | -2.3 | -29 | x
C[C@H](CO)N1C[C@H](C)[C@@H](CN(C)S(=O)(=O)c2ccc(F)cc2)Oc2ccc(NS(=O)(=O)c3ccccc3)cc2C1=O | -3 | 1.6 | 12 | x
CC(C)NC(=O)Nc1cccc2c1O[C@H](CN(C)S(=O)(=O)c1ccc(Cl)cc1)[C@H](C)CN([C@@H](C)CO)C2=O | -4 | 8.3 | -26 | x
C[C@H](CO)N1C[C@H](C)[C@@H](CN(C)C(=O)Nc2ccc3c(c2)OCO3)OCCCC[C@H](C)Oc2ccc(NC(=O)Nc3ccc(C(F)(F)F)cc3)cc2C1=O | 8 | -0.8 | -57 | 91
COCC(=O)N1[C@H](C#N)[C@H](c2ccccc2-c2cccc(C)c2)[C@H]1CO | 7 | 1.6 | 39 | x
C[C@@H]1CN([C@H](C)CO)C(=O)Cc2cc(NC(=O)Nc3cccc4ccccc34)ccc2O[C@@H]1CN(C)S(C)(=O)=O | -2 | 1.6 | 10 | 55
N#C[C@H]1[C@@H](c2ccc(C#CC3CCCCC3)cc2)[C@@H](CO)N1S(=O)(=O)c1ccccc1 | -3 | -4.0 | u | 88
Cn1cnc(S(=O)(=O)N2[C@@H]3CNC[C@H]2C3c2ccc(/C=C/c3ccccc3)cc2)c1 (stereo partly specified) | 36&-4 | -2.9&0.1 | 11&9 | x
C[C@H](CO)N1C[C@H](C)[C@H](CN(C)S(=O)(=O)c2ccccc2)OCc2cn(nn2)CCCC1=O | -3 | -0.1 | 17 | 66
C[C@@H]1CN([C@@H](C)CO)C(=O)c2cc(NS(=O)(=O)c3ccccc3)ccc2O[C@@H](C)CCCCO[C@H]1CN(C)C(=O)Nc1cccc2ccccc12 | x | -2.6 | -69 | x
O=C(Nc1ccc2c(c1)[C@H]1C[C@H](CC(=O)N3CCOCC3)O[C@@H](CO)[C@H]1O2)NC1CCCC1 | 3 | -1.0 | 10 | 8
CNC(=O)C[C@H]1CC[C@@H]2[C@@H](COc3ccc(NS(=O)(=O)c4ccccc4C)cc3C(=O)N2C)O1 | 1 | 2.4 | -4 | 57
C[C@@H]1CN([C@@H](C)CO)C(=O)Cc2cc(NS(=O)(=O)c3ccccc3)ccc2O[C@@H]1CN(C)CC1CC1 | -3 | -0.1 | 5 | 32
COc1ccc(S(=O)(=O)N(C)C[C@H]2OCCCC[C@@H](C)Oc3ccc(N(C)C)cc3C(=O)N([C@@H](C)CO)C[C@@H]2C)cc1 | 0 | 0.0 | -65 | 94
C[C@@H]1CN([C@@H](C)CO)C(=O)Cc2cc(NC(=O)Nc3cccc4ccccc34)ccc2O[C@@H]1CN(C)Cc1ccc(Cl)c(Cl)c1 | 0 | -1.0 | -1 | 77
CCCNC(=O)N1CC2(CCN(CC3CCCCC3)CC2)c2c(n(C)c3cc(OC)ccc23)[C@@H]1CO | -4 | -2.4 | u | x
C[C@@H]1CN([C@@H](C)CO)S(=O)(=O)c2ccc(C#CC(C)(C)O)cc2O[C@@H]1CN(C)Cc1ccccc1 | -5 | x | -15 | 42
C[C@@H]1CN([C@@H](C)CO)C(=O)c2cc(-c3ccccc3)cnc2O[C@H]1CN(C)C(=O)NC1CCCC1 | -8 | -0.9 | -9 | -12
C[C@@H]1CN([C@@H](C)CO)C(=O)Cc2cc(NS(=O)(=O)c3cn(C)cn3)ccc2O[C@H]1CN(C)C(=O)Nc1ccc(F)cc1 | 3 | -4.3 | 14 | 16
C[C@@H]1CCCCO[C@@H](CN(C)C)[C@H](C)CN([C@H](C)CO)C(=O)c2cc(NC(=O)Nc3ccccc3)ccc2O1 | 3 | 0.3 | -19 | 42
COc1ccc(NC(=O)N(C)C[C@@H]2OCCCC[C@@H](C)Oc3ccc(NC(=O)NC(C)C)cc3C(=O)N([C@H](C)CO)C[C@@H]2C)cc1 | -8 | 0.1 | -14 | -67
C[C@@H]1CN([C@@H](C)CO)C(=O)Cc2cc(NC(=O)Cn3cnnn3)ccc2O[C@@H]1CN(C)Cc1ccc(Oc2ccccc2)cc1 | -14 | 0.3 | -4 | -8
O=S(=O)(N[C@@H]1CC[C@@H](CCNS(=O)(=O)c2ccccc2Cl)O[C@@H]1CO)c1ccccc1 | -6 | -0.1 | 3 | -2
CC(=O)N1[C@H](CO)[C@H](c2ccc(-c3ccncc3)cc2)[C@@H]1CNC(=O)CC1CC1 | 0 | 1.0 | 19 | x
OC[C@H]1[C@H](c2ccccc2)C2(CN(Cc3ccccc3F)C2)N1Cc1ccccc1F | 22 | 5.3 | -93* | x
C[C@H](CO)N1C[C@H](C)[C@H](CN(C)Cc2ccncc2)Oc2ccc(NC(=O)Cc3ccccc3)cc2CC1=O | 0 | 0.9 | 7 | x
C[C@H](CO)N1C[C@H](C)[C@H](CN(C)C(=O)Nc2ccc(F)cc2)Oc2ncc(-c3cccnc3)cc2C1=O | 1 | 2.0 | 10 | 12
C[C@@H]1CN([C@H](C)CO)C(=O)c2cc(/C=C/c3ccccc3)cnc2O[C@H]1CN(C)C(=O)Nc1ccc(C(F)(F)F)cc1 | 24 | -3.1 | -45 | x
Cc1noc(C)c1S(=O)(=O)Nc1ccc2c(c1)CC(=O)N([C@@H](C)CO)C[C@H](C)[C@@H](CN(C)Cc1ccncc1)O2 | 0 | -0.1 | 19 | -41
C[C@H](CO)N1C[C@H](C)[C@H](CN(C)C(=O)Nc2ccc(F)cc2)Oc2ccc(NC(=O)Cn3cnnn3)cc2C1=O | -3 | -0.3 | 23 | 30
Cc1ccc(S(=O)(=O)N(C)C[C@H]2OCc3ccccc3-c3ccccc3C(=O)N([C@@H](C)CO)C[C@@H]2C)cc1 | x | -1.8 | -60 | 82
C[C@@H]1CN([C@H](C)CO)C(=O)Cc2cc(N(C)C)ccc2O[C@@H]1CN(C)Cc1ccc(C(=O)Nc2ccccc2N)cc1 | -5 | -0.9 | -46 | 51
CCC(=O)N1CC2(C1)CN(C(=O)c1cnccn1)[C@@H](CO)c1c2c2ccc(OC)cc2n1C | -10 | -0.1 | 44 | x
C/C=C/c1ccc([C@H]2[C@@H](CN(C)C(=O)CC)N(C(=O)C3CC3)[C@H]2CO)cc1 | 1 | 0.7 | -34 | x
CC(C)CC#Cc1ccc([C@H]2[C@H](CO)N3C(=O)CN(C(=O)c4cccc(F)c4)C[C@@H]23)cc1 | 4 | -1.6 | -51 | x
Cc1cccc(S(=O)(=O)N2CCCCN3[C@H](CO)[C@H](c4ccc(C#CC5CC5)cc4)[C@@H]3C2)c1 | 6 | 0.8 | -16 | 91
Cc1ccc(S(=O)(=O)N(C)C[C@H]2Oc3ccc(NC(=O)CCCN(C)C)cc3CC(=O)N([C@@H](C)CO)C[C@@H]2C)cc1 | 6 | 2.3 | -4 | 16
COc1ccc(S(=O)(=O)Nc2ccc3c(c2)C(=O)N([C@H](C)CO)C[C@H](C)[C@@H](CN(C)S(C)(=O)=O)O3)cc1 | 2 | 1.0 | 1 | -4
CO[C@H]1CN(C)C(=O)c2cc(NC(=O)c3ccc(-c4ccccc4)cc3)ccc2OC[C@H](C)NC[C@@H]1C | x | 0.8 | -21 | x
COCCNC(=O)C[C@@H]1CC[C@H]2[C@@H](COC[C@@H](O)CN2Cc2ccc(Cl)c(Cl)c2)O1 | 2&-6 | 1.3 | -6 | x
CC(=O)N1[C@@H]2c3ccc(-c4ccncc4)c(=O)n3C[C@@H]2[C@@H](CO)[C@@H]1C(=O)NC1Cc2ccccc2C1 | 1 | -3.3 | x | 69
C[C@@H]1CCCCO[C@H](CN(C)Cc2ccncc2)[C@H](C)CN([C@H](C)CO)C(=O)c2cc(NS(=O)(=O)c3ccc(F)cc3)ccc2O1 | -3 | -0.4 | -50 | x
C[C@@H]1CN([C@@H](C)CO)C(=O)Cc2cc(NS(=O)(=O)c3ccc(F)cc3)ccc2O[C@H]1CN(C)Cc1ccc(C(F)(F)F)cc1 | 39 | 0.8 | -22 | 76
COCC(=O)N1[C@@H](C#N)[C@H](c2ccc(-c3cccnc3)cc2)[C@@H]1CO | -11 | 1.0 | -2 | 92
O=C(C[C@H]1CC[C@H](NC(=O)Nc2ccccc2)[C@@H](CO)O1)NCc1ccccn1 | -3 | -2.5 | 16 | -18
O=C([C@@H]1[C@@H](CO)[C@@H]2Cn3c(ccc(C4=CCCC4)c3=O)[C@H]1N2C(=O)c1cccnc1)N1CCOCC1 | -1 | 4.0 | 7 | 3
C/C=C/c1ccc([C@@H]2[C@H](CO)N(CCC(F)(F)F)C23CN(C(=O)CC2CC2)C3)cc1 | 4 | -0.7 | -57 | x

Some of the entries so far, in CSV form.
canonical_smiles,C diff growth,KDM4C inh,Pf Dd2 inh,Tcruzi prolif
Cc1ccc(S(=O)(=O)N(C)C[C@H]2Oc3ccc(NC(=O)CCCN(C)C)cc3CC(=O)N([C@@H](C)CO)C[C@@H]2C)cc1,6,2.3,-4,16
COc1ccc(S(=O)(=O)Nc2ccc3c(c2)C(=O)N([C@H](C)CO)C[C@H](C)[C@@H](CN(C)S(C)(=O)=O)O3)cc1,2,1.0,1,-4
CO[C@H]1CN(C)C(=O)c2cc(NC(=O)c3ccc(-c4ccccc4)cc3)ccc2OC[C@H](C)NC[C@@H]1C,x,0.8,-21,x
COCCNC(=O)C[C@@H]1CC[C@H]2[C@@H](COC[C@@H](O)CN2Cc2ccc(Cl)c(Cl)c2)O1,2&-6,1.3,-6,x
CC(=O)N1[C@@H]2c3ccc(-c4ccncc4)c(=O)n3C[C@@H]2[C@@H](CO)[C@@H]1C(=O)NC1Cc2ccccc2C1,1,-3.3,x,69
C[C@@H]1CCCCO[C@H](CN(C)Cc2ccncc2)[C@H](C)CN([C@H](C)CO)C(=O)c2cc(NS(=O)(=O)c3ccc(F)cc3)ccc2O1,-3,-0.4,-50,x
